# Assay outcomes deposited in PubChem BioAssay by several laboratories.
# phage Ecoli inh – growth loss of phage-infected E. coli, primary screen, RecBCD inhibitor project, absorbance, with phage, HTS; inhibition, % at 11.9 µM; actives 0.26% (n = 360,000); AID 651602, 2012; in the data active = inhibition above about 11%
# Wnt act – Wnt/beta-catenin pathway activators, primary screen, cell-based, plate reader, single point; AID 743398, 2014; activation, % at 9.35 µM; actives 1.2% (n = 300,000); Wnt/beta-catenin reporter cell assay, activator; in the data active = activation above about 30%, passing the limit was not always enough;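 note: 0% = neutral control wells and 100% = positive control wells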
# Ecoli viability – E. coli V3065 growth inhibition, primary screen, counter-screen for AddAB inhibitor project, absorbance, OD600 | 18 h | inhibition, % at 11.9 µM | actives 0.27% (n = 330,000) | AID 449728, 2010;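 active = inhibition above the campaign's mean inhibition across all tested compounds plus 3 SD, cut at about 9.9% in these data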;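 note: uninfected addAB+ strain grown without phage in ampicillin broth; 0% = DMSO wells and 100% = ciprofloxacin 0.95 µg/ml wells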
# AddAB inh – growth inhibition of E. coli expressing H. pylori AddAB, primary screen, AddAB inhibitor project, absorbance; inhibition, % at 11.9 µM; actives 0.29% (n = 330,000); AID 435030, 2010; in the data active = inhibition above about 12%;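 note: 0% = vehicle wells of infected cells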
# CAL PDZ FP-1 – untagged CAL PDZ binding inhibitors, primary screen, biochemical, fluorescence polarization, HTS; purified CAL PDZ, TMR-peptide fluorescence polarization, 1 h; inhibition, % at 24.9 µM; actives 0.92% (n = 300,000); AID 602252, 2012;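 active = mean inhibition of at least 30% with at least half of replicates also reaching 30%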;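 note: 0% = DMSO neutral control and 100% = excess unlabeled competitor peptide PRC23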
# SR-BI HDL uptake – inhibitors of SR-BI mediated HDL lipid uptake, primary screen, ldlA[mSR-BI] cells, fluorescence, single point; Scavenger receptor class B member 1 (Mus musculus), Q61009; ldlA[mSR-BI] CHO cells, DiI-HDL uptake fluorescence, 3 h; inhibition, % at 12.5 µM; actives 0.96% (n = 320,000); AID 488896, 2010;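 active = mean replicate inhibition of at least 70% and a set share of replicates each scoring 70 or more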;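 note: 0% = median of neutral control wells and 100% = median of positive control wells; values of inactives mirror those of a sister screen read the other way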
# Target sequence (Q61009 whole entry, looked up): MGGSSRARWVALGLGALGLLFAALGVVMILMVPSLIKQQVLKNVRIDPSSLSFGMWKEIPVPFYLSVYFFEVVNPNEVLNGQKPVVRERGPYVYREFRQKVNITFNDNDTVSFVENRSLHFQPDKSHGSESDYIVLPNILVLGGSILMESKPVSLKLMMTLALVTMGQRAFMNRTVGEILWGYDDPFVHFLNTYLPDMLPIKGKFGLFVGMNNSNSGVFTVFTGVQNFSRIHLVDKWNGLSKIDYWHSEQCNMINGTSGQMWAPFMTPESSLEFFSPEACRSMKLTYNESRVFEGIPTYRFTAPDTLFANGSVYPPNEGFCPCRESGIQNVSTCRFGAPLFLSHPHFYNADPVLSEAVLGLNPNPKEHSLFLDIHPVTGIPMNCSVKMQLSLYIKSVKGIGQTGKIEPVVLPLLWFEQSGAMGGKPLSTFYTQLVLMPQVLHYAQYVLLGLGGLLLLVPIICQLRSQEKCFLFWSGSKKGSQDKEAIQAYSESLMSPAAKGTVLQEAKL
# Tat export inh – E. coli Tat export inhibitors, primary screen, MC4100, TorA-mCherry reporter, fluorescence, single point; actives 0.036% (n = 340,000); inhibition, % at 10 µM; AID 488895, 2010;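 active = mean replicate inhibition at least 50% and at least half of replicates individually reaching 50%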;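 note: exported cargo escapes ClpAP degradation while cytoplasmic cargo is degraded and loses fluorescence; 0% = median of neutral control wells and 100% = median of NaSCN control wells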
# SR-BI uptake up – activators of SR-BI mediated DiI-HDL uptake, primary screen, ldlA[mSR-BI] CHO cells, DiI fluorescence; 3 h; 100 = double the neutral-control signal; AID 504775, 2011; actives 0.096% (n = 320,000); activation, % at 12.5 µM;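 active = mean replicate activation of at least 60% and every replicate at or above 60%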;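 note: 0% = median plate neutral-control signal and 100% = twice that signal; values of inactives mirror those of a sister screen read the other way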
#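 Test system: SR-BI-overexpressing, LDLR-lacking CHO cells. Measured by: DiI fluorescence, bottom read. Medium: Ham's F12 with 0.5% BSA, HEPES 25 mM, pH 7.4. Timing: 3 h uptake period with compound, 37 °C.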
# CAL PDZ FP-2 – CAL PDZ peptide-binding inhibitors, primary screen, biochemical, fluorescence polarization, Cer-tagged CAL PDZ, HTS; Golgi-associated PDZ and coiled-coil motif-containing protein (Homo sapiens), Q9HD26; purified CAL PDZ, TMR-peptide fluorescence polarization, 1 h; inhibition, % at 20 µM; actives 0.02% (n = 330,000); AID 504414, 2011;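 active = highest replicate inhibition of at least 40%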;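 note: plate controls were DMSO neutral control wells for no effect and unlabeled competitor peptide control wells for full effect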
#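 Material: tagged CAL PDZ domain; buffer or medium: 25 mM sodium phosphate pH 7.4, 150 mM NaCl, TCEP, IgG, Thesit; compound dosing: single point, 20 µM; schedule: 1 h incubation at room temperature before polarization reading; measured by: FP readout, S and P plane fluorescence; read-out basis: percent inhibition from loss of millipolarization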
# MITF act – activators of MITF-driven TRPM1 promoter reporter, primary screen, cell-based, SK-MEL-5, luciferase, single point | SK-MEL-5 TRPM1-promoter luciferase, 24 h; % of positive control, neutral wells = 0 | activation, % at 12.5 µM | actives 0.75% (n = 300,000) | AID 588334, 2011;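 active = mean activation of at least 80% with every replicate also reaching 80%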;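 note: 0% = neutral control wells and 100% = parthenolide positive control wells; values of inactives mirror those of a sister screen read the other way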
# * hit, by the source's call; nt = no result given; & = joins results of further samples.
no.	Structure	phage Ecoli inh	Wnt act	Ecoli viability	AddAB inh	CAL PDZ FP-1	SR-BI HDL uptake	Tat export inh	SR-BI uptake up	CAL PDZ FP-2	MITF act
1	CC(NC(=O)C1CCCN(C(=O)c2ccc(Cl)cc2)C1)c1cccc(C(F)(F)F)c1 (centres undefined)	2.5	2	-0.7	-1.1	-1	28	2	-28	-0.1	-2
2	O=C1C2C3C=CC(C2C(=O)N1c1cccc(O)c1)C1C2C(=O)N(c4cccc(O)c4)C(=O)C2C31 (centres undefined)	3.1	0	-0.2	2.7	nt	-29	0	29	0.7	-4
3	COC(=O)C1CCN(C(=O)COC(=O)c2cc(-c3cccs3)nn2-c2ccccc2)CC1	2.3	0	1.5	-1.4	-4	19	6	-19	-2.1	2
4	O=c1c2ccccc2c(-c2ccc(O)cc2)nn1-c1cccc(C(F)(F)F)c1	0.7	-12	1.9	3.9	-3	21	6	-21	-1.0	1
5	COCc1ccc(CN2CCCC(C(=O)Nc3ccc(-c4cccc(OC)c4)cc3)C2)o1 (centres undefined)	2.2	-1	-0.6	3.5	-7	24	-2	-24	-2.2	-3
6	CCOC(=O)Cc1cc(=O)n2[nH]c(C)cc2n1	-0.4	nt	-2.1	1.1	-5	-4	-2	4	-0.2	6
7	O=c1c(Cl)c(NCCO)ncn1-c1ccccc1	1.4	4	1.3	5.4	-5	-4	-8	4	-1.3	nt
8	CC(=O)NC(NC(=S)Nc1ccccc1Br)C(Cl)(Cl)Cl (centres undefined)	2.8	-2	-3.9	0.6	-4	-3	3	3	1.0	-5

# Additional records.
no.	Structure	phage Ecoli inh	Wnt act	Ecoli viability	AddAB inh	CAL PDZ FP-1	SR-BI HDL uptake	Tat export inh	SR-BI uptake up	CAL PDZ FP-2	MITF act
9	CC1(C)CC(=O)c2cc(OCC(=O)NCCCN3CCN(c4ccc(F)cc4)CC3)ccc2O1	1.2	nt	-0.4	3.0	nt	17	2	-17	-0.4	0
10	N/C(=N\NS(=O)(=O)c1ccccc1)c1ccccn1	3.1	0	1.9	5.5	6	22	2	-22	-0.5	2
11	O=C1CC(c2ccccc2)CC(O)=C1C=NCc1ccccc1Cl (centres undefined)	1.4	nt	-0.4	0.6	-3	-12	4	12	-2.0	-29
12	COc1ccc(C(C[N+](=O)[O-])C2(c3ccc(OC)c(OC)c3)C(=O)c3ccccc3C2=O)cc1 (centres undefined)	nt	nt	-1.3	7.1	-1	-6	-20	6	-1.4	-7
13	O=c1[nH]c(Cc2ccccc2Cl)nc2ccccc12	2.9	-4	-0.2	2.9	0	-9	-6	9	-2.9	-6
14	Cc1c[n+]([O-])n(-c2ccc(C(=O)O)cc2)n1	-0.6	nt	-4.4	4.8	nt	-20	3	20	-1.3	-3
15	CCC(C(=O)OC)n1c(-c2ccccc2)nc2ccccc2c1=O (centres undefined)	1.3	1	3.4	1.5	-1	27	-4	-27	-2.7	-1
16	COC1c2ccccc2C(=O)N1CCc1ccc(Cl)cc1 (centres undefined)	2.2	8	2.1	-0.6	nt	-3	-2	3	-1.0	27

# (list continues)
no.	Structure	phage Ecoli inh	Wnt act	Ecoli viability	AddAB inh	CAL PDZ FP-1	SR-BI HDL uptake	Tat export inh	SR-BI uptake up	CAL PDZ FP-2	MITF act
17	O=C(O)C(c1ccccc1)C1(O)CCCCC1 (centres undefined)	0.1	2	1.2	0.1	1	-3	7	3	-0.8	9
18	COc1ccc(N2CCN(CC(=O)Nc3cc(C)on3)CC2)cc1	-3.4	-5	-1.2	-0.3	2	-27	-14	27	0.2	7
19	CCOc1ccc2nc(NC(=O)c3ccc(C)o3)sc2c1	-0.2	2	-1.1	-1.4	-7	15	-6	-15	0.5	nt
20	N#CCCN(C(=O)COC(=O)c1cccc(S(=O)(=O)N2CCCC2)c1)c1ccc(F)cc1	-1.7	2	1.0	0.6	-1	18	4	-18	-2.3	-1
21	Cc1cc(OCC(=O)N2CCN(c3ncccn3)CC2)ccc1Cl	-4.5	-1	0.7	-0.5	nt	-24	4	nt	-0.2	8
22	COC(=O)C(Cc1ccc(OC(=O)c2ccc(Cl)cc2)cc1)N1Cc2ccccc2C1=O (centres undefined)	3.5	-1	-2.0	0.1	1	-15	13	15	-1.2	28
23	CCOC(=O)C1CCN(C(=O)COc2ccc3c(C)cc(=O)oc3c2)CC1	0.3	-2	1.9	1.9	-3	20	4	-20	-2.5	-2
24	Nn1c(SCc2ccccc2F)nnc1-c1ccccn1	0.9	41*	1.1	-1.8	nt	nt	nt	nt	nt	nt

# Carrying on.
no.	Structure	phage Ecoli inh	Wnt act	Ecoli viability	AddAB inh	CAL PDZ FP-1	SR-BI HDL uptake	Tat export inh	SR-BI uptake up	CAL PDZ FP-2	MITF act
25	Cc1ccc(NC(=S)/N=C(\N)Nc2nc(C)c3cc(C)c(C)cc3n2)cc1C	3.8	-7	-0.3	2.5	-3	44	3	-44	2.3	7
26	Cc1cc(=O)oc2cc(OCc3nnc(-c4ccccc4Br)o3)ccc12	0.8	nt	-2.2	1.0	3	5	-2	-5	-4.2	17
27	COC(=O)c1cc(N2C(=O)C3C4C=CC(CC4)C3C2=O)ccc1Cl (centres undefined)	1.7	3	-1.8	-0.5	-4	-4	-5	4	-0.3	-1
28	C=CCC[C@@H](Cc1ccc(F)cc1)C(=O)OC[C@@H](NC(=O)[C@@H](CC=C)CC(=O)N(CCO)Cc1ccccc1)c1ccccc1	-0.3	-10	-1.6	0.9	-1	1	19	-1	-0.3	-11
29	Cc1cc2nc(-c3ccc(SCC(=O)N4CCc5ccccc54)nc3)[nH]c2cc1C	nt	-5	1.8	6.7	-10	41	9	-41	-1.3	21
30	CNC(=O)/C=C1\NC(C)(C)Cc2ccccc21	1.7	nt	-0.5	2.5	-2	-11	-5	11	0.7	-12
31	COc1ccc(NC(=O)c2cc(-c3ccc4c(c3)OCO4)on2)cc1OC	3.5	-1	0.3	2.9	1	nt	-2	nt	-1.4	7
32	COc1cccc(-c2csc(N3CCN(Cc4ccccc4)CC3)n2)c1	1.2	nt	1.6	2.8	1	5	25	-5	-0.5	8

# Carrying on.
no.	Structure	phage Ecoli inh	Wnt act	Ecoli viability	AddAB inh	CAL PDZ FP-1	SR-BI HDL uptake	Tat export inh	SR-BI uptake up	CAL PDZ FP-2	MITF act
33	COc1ccc(NC(=O)CN(C)C(=O)Cc2c(C)nc3ccccc3c2C)cc1	2.1	3	-0.9	-1.2	-5	25	-3	-25	-2.4	-15
34	CCc1nc(Nc2ccccc2)c2oc3ccccc3c2n1	1.6	10	0.6	0.5	nt	39	-12	-39	-2.8	7
35	Cc1cc(N2CCN(C)CC2)nc2ccc(NC(=O)CCC(=O)NCCC(C)C)cc12	-1.2	0	0.2	-0.3	-2	nt	5	nt	1.6	16
36	CCOC(=O)C1=C(COC(=O)c2cccc(Br)c2)NC(=O)NC1C (centres undefined)	1.9	-4	0.0	-2.2	0	2	-5	-2	-1.2	-8
37	COC(=O)c1cc(Br)c(=O)n(CCN(C(C)C)C(C)C)c1	1.6	nt	0.2	-1.6	-1	-9	5	9	-0.2	-12
38	O=C(NCc1ccccc1)C1CCCN1S(=O)(=O)c1cccc2cccnc12 (centres undefined)	1.5	-2	1.6	3.9	nt	-4	5	4	-0.2	-4
39	CCCc1c(O)nc(SCC(=O)NCCc2ccc(OC)c(OC)c2)[nH]c1=O	0.2	-2	-0.9	1.7	3	nt	3	nt	-1.6	0
40	CCN(CC)C(=O)c1ccccc1NC(=O)CN1C(=O)c2ccccc2C1=O	2.0	-2	1.4	0.0	1	-26	2	26	-0.5	9

# Other compounds follow.
no.	Structure	phage Ecoli inh	Wnt act	Ecoli viability	AddAB inh	CAL PDZ FP-1	SR-BI HDL uptake	Tat export inh	SR-BI uptake up	CAL PDZ FP-2	MITF act
41	O=C(CN1CCN(Cc2ccccc2)CC1)N1CCCc2c1c(=O)oc1ccc(O)cc21	0.6	-2	2.5	2.2	11	5&22	-2&0	-5&-22	-0.8	nt
42	CN(C)C(CNS(=O)(=O)c1ccc(Cl)cc1)c1cccnc1 (centres undefined)	3.0	2	-0.7	-4.8	-5	3	-2	-3	-0.9	nt
43	O=C(COc1ccc(Br)cc1)Nc1nnc(C2CC2)s1	1.3	2	-3.0	0.4	-3	4	2	-4	-0.4	13
44	CCn1c(SCC(=O)N2CCCC2)nnc1-c1ccc(N)cc1	1.1	0	-1.7	1.4	-13	-15	5	15	-1.6	nt
45	Cc1nc(Cc2nnc(SCC(=O)N3CCN(c4ccc(O)cc4)CC3)o2)cs1	-0.1	-1	-0.3	0.4	-3	-1	-14	1	-1.9	10
46	COc1ccc(-c2cc(C(=O)N/N=C/c3cccnc3)c3ccccc3n2)c(OC)c1	1.0	-6	-0.4	-0.8	-1	nt	4	nt	-2.3	nt
47	O=C(CNC(=O)OCc1ccccc1)NCC(=O)N1CCCC1C(=O)OCc1ccccc1 (centres undefined)	0.5	nt	0.3	-0.8	-4	-9	-4	9	0.4	8
48	Cc1cc(OCc2nc(-c3cccs3)no2)cc(C)c1Cl	0.1	1	0.9	3.5	nt	6	4	-6	-0.4	47
49	COc1ccc(N(CC(=O)NCc2ccco2)S(C)(=O)=O)cc1	1.3	nt	1.3	1.4	-4	-18	-6	18	-2.6	-4
50	CC1CN(C(C)C(=O)NNC(=O)c2ccc(F)cc2)CC(C)O1 (centres undefined)	2.4	-1	0.5	-1.3	0	-11	2	11	-4.2	10
51	O=S(=O)(NCCc1ccncc1)c1ccc(Br)cc1	0.9	-1	-2.5	3.7	-3	0	-2	0	-1.0	-7

# Entries listed so far that have bromine, in the order listed:
no.	Structure	phage Ecoli inh	Wnt act	Ecoli viability	AddAB inh	CAL PDZ FP-1	SR-BI HDL uptake	Tat export inh	SR-BI uptake up	CAL PDZ FP-2	MITF act
8	CC(=O)NC(NC(=S)Nc1ccccc1Br)C(Cl)(Cl)Cl (centres undefined)	2.8	-2	-3.9	0.6	-4	-3	3	3	1.0	-5
26	Cc1cc(=O)oc2cc(OCc3nnc(-c4ccccc4Br)o3)ccc12	0.8	nt	-2.2	1.0	3	5	-2	-5	-4.2	17
36	CCOC(=O)C1=C(COC(=O)c2cccc(Br)c2)NC(=O)NC1C (centres undefined)	1.9	-4	0.0	-2.2	0	2	-5	-2	-1.2	-8
37	COC(=O)c1cc(Br)c(=O)n(CCN(C(C)C)C(C)C)c1	1.6	nt	0.2	-1.6	-1	-9	5	9	-0.2	-12
43	O=C(COc1ccc(Br)cc1)Nc1nnc(C2CC2)s1	1.3	2	-3.0	0.4	-3	4	2	-4	-0.4	13
51	O=S(=O)(NCCc1ccncc1)c1ccc(Br)cc1	0.9	-1	-2.5	3.7	-3	0	-2	0	-1.0	-7
